# Screening data deposited in PubChem BioAssay by National Center for Advancing Translational Sciences (NCATS).
# TRHR ag: qHTS for Small Molecule Agonists and Allosteric Enhancers of Human TRH Receptor: Primary Screen for Agonists. Thyrotropin-releasing hormone receptor (Homo sapiens), P34981. TRHR cells, calcium flux fluo-8, FDSS agonist mode. activation, % at 2 µM. 360,000 tested, 0.18% active. AID 493084, 2011; in the data active = activation above about 30%; also: 0% is about no effect
# Target sequence (P34981 whole entry, looked up): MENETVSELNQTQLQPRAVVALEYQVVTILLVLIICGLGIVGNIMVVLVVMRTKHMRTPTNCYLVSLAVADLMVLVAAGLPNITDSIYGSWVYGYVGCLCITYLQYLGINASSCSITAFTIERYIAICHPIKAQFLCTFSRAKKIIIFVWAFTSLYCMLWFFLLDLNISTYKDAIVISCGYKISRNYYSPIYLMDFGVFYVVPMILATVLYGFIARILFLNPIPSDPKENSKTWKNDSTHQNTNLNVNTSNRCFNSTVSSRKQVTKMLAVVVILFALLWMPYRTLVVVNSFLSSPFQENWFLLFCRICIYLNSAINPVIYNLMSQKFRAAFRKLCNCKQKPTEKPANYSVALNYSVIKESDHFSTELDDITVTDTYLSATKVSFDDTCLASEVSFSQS
#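 Steps: seed TRHR cells overnight; add fluo-8 no-wash Ca dye, RT 30 min–1.5 h; record 10 s baseline; pin-transfer compounds; monitor fluorescence 1 cycle/s for the agonist window. Calcium increases flag candidate agonists.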
# TRHR PAM: qHTS for Small Molecule Agonists and Allosteric Enhancers of Human TRH Receptor: Primary Screen for Enhancers; Thyrotropin-releasing hormone receptor (Homo sapiens), P34981; TRHR cells, fluo-8 calcium fluorescence, EC20 TRH enhancement; enhancement, % at 2 µM; 360,000 tested, 0.66% active; AID 493056, 2011; in the data active = enhancement above about 30%; also: 0% is about no effect
#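 TRHR-expressing cells loaded with fluo-8 calcium dye were read kinetically (ex 480/em 530) during compound addition, then stimulated with an EC20 of TRH (10 nM final). Enhancement of the Gq-mediated intracellular calcium response was scored.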
# D1 potentiator: Potentiators of Human D1 Dopamine Receptor: qHTS | HEK293 TREx D1 cells, calcium flux, dopamine EC20 potentiation | AID 504651, 2011 | 360,000 tested, 0.036% active | potentiation, % at 10 µM | D(1A) dopamine receptor (Homo sapiens), P21728; in the data active = potentiation above about 30%; also: 0% is about no effect
# D1 agonist: Allosteric Agonists of the Human D1 Dopamine Receptor: qHTS; D(1A) dopamine receptor (Homo sapiens), P21728; HEK293 T-REx D1 cells, calcium flux, agonist mode; activation, % at 2 µM; 360,000 tested, 1% active; in the data active = activation above about 30%; also: 0% is about no effect
#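 Agonism was scored from calcium flux recorded over 180 s (1 read/s) after pintool compound addition, following a 10-cycle baseline. Cells were inducible force-coupled HEK293 TREx D1, plated overnight at 30 C and loaded with no-wash calcium dye.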
# RXFP1 antag: qHTS Assay for Antagonists of the Relaxin Receptor RXFP1 | 350,000 tested, 0.59% active | AID 1259400, 2018 | Relaxin receptor 1 (Homo sapiens), Q9HBX9 | activity change, negative = inhibition, % at 57.5 µM | HEK293-RXFP1, relaxin-stimulated cAMP HTRF, 30 min; active compounds read low;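 active = activity change of -60% or lower, but not beyond a set lower limit; inconclusive = change between -60% and -40%, or beyond the set limit; inactive = change above -40%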; also: % is scaled to controls: 0 for no effect and ±100 for the full control effect
# Anesthetic bind: qHTS Assay for Identification of Novel General Anesthetics. apoferritin/1-aminoanthracene competitive binding, fluorescence. Ferritin light chain (Equus caballus), P02791. Potency, µM (highest dose often 77.5 µM), for inactives: at the top dose activity change, negative = displacement, most hits filed as inhibitors. AID 485281, 2010. 350,000 tested, 0.074% active; also: potency is read from the fitted curve at half-maximal effect; % is scaled to controls: 0 for no effect and ±100 for the full control effect; nearly all actives have a fitted effect of over 20% in size
# Target sequence (P02791 2-175 limits assumed): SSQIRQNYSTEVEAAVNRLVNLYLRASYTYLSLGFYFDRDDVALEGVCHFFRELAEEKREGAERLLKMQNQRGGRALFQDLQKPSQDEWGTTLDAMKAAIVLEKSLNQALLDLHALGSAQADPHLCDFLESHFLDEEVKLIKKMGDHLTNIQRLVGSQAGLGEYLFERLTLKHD
#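 In PBS, apoferritin at 10 uM is loaded with 1-AMA from a 50% saturated solution. After 10 min of compound exposure at ambient temperature, reduced 535 nm fluorescence indicates probe displacement.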
# D1 antag: Antagonist of Human D 1 Dopamine Receptor: qHTS; D(1A) dopamine receptor (Homo sapiens), P21728; HEK293 TREx D1 cells, calcium flux, dopamine EC80; active compounds read low; activity change, negative = inhibition, % at 10 µM; 360,000 tested, 3.2% active; AID 504652, 2011; in the data active = activity change below about -30%; also: % is scaled to controls: 0 for no effect and ±100 for the full control effect
#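 Compound effects on dopamine-evoked calcium signalling were measured in tetracycline-induced HEK293 Trex D1 cells. Dopamine at EC80 followed a 180 s compound pre-read, and fluorescence was tracked kinetically for 180 s more.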
# RXFP1 ag: qHTS Assay for Agonists of the Relaxin Receptor RXFP1 | AID 2676, 2010 | 370,000 tested, 0.3% active | Potency, µM (series often up to 57.5 µM), for the others: top-dose activation, actives largely listed as activators | HEK293T-RXFP1 cAMP TR-FRET, 30 min; response scale: percent of porcine relaxin response, buffer zero | Relaxin receptor 1 (Homo sapiens), Q9HBX9; also: potency is read from the fitted curve at half-maximal effect; % is scaled to controls: 0 for no effect and ±100 for the full control effect; nearly all actives have a fitted effect of over 60% in size; many of its hits are not listed in these tables
#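 HEK293 cells stably expressing RXFP1, treated 30 min at 37C with compounds plus PDE4 inhibitor Ro 20174; cAMP measured by HTRF TR-FRET. Normalized to buffer and 29 nM porcine relaxin; EC50 by Hill fit.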
# D2 PAM: HTS Assay for Positive Allosteric Modulators of the Human D2 Dopamine Receptor: Primary Screen for Potentiators. HEK293 T-REx D2, calcium flux, EC20 dopamine potentiation. potentiation, % at 10 µM. 340,000 tested, 0.34% active;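 active = potentiation over 3 SD above the plate norm, cut at about 30% in these data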; also: 0% is about no effect
# Target sequence (P14416 whole entry, looked up): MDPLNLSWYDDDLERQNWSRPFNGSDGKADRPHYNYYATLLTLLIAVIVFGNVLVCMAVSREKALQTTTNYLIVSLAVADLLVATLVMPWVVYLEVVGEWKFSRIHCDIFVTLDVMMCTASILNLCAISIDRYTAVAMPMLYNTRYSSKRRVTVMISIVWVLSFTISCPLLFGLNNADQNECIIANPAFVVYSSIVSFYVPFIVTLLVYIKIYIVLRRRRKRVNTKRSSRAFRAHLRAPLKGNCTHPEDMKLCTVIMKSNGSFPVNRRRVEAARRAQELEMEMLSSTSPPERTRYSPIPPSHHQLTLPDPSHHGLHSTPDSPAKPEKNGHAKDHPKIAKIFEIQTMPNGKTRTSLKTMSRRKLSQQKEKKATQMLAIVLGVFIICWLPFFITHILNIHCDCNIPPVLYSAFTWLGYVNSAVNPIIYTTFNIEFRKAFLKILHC
#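 Cells plated with tetracycline inducer and held overnight at 30 C; calcium dye loaded 30–90 min at room temperature; baseline taken, compound added and read 180 s; EC20 dopamine then added and read 180 s.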
# * hit, by the source's call; ? = inconclusive; nt = not tested or not shown; [ ] = remark or other dose. Unless noted, calls follow the shape of the dose curve; as a rule, active = well fitted curve in the direction sought with a large enough effect; inconclusive = small, poorly fitted or top-dose-only effect, or another doubt; inactive = no such curve, though single readings can be large; an effect the other way counts as inactive or inconclusive.
structure	TRHR ag	TRHR PAM	D1 potentiator	D1 agonist	RXFP1 antag	Anesthetic bind	D1 antag	RXFP1 ag	D2 PAM
CCOC(=O)C(NC(=O)c1ccccc1)(OCC1(CC)COC1)C(F)(F)F (stereo not given)	0.1	0.4	-5.5	-0.7	2.7	-8.9%	-3.1	-3.5%	2.0
CS(=O)(=O)N(CC(=O)Nc1ccc(F)cc1F)c1cccc([N+](=O)[O-])c1	1.3	0.5	-9.2	-0.1	-0.9	-10.5%	-16.7	2.4%	-3.1
Cc1cccc(C(=O)NCC(=O)NCC2COc3ccccc3O2)c1 (stereo not given)	-0.5	-3.5	0.7	3.6	-8.9	nt	-5.1	-0.4%	nt
COc1ccc2c(c1OC)C(=O)N(c1ccccn1)C2	0.2	-0.7	1.9	-0.1	-1.8	-10.1%	-11.7	-1.7%	8.3
Cc1ccsc1S(=O)(=O)N1CCCC(CCC(=O)NCc2ccccc2F)C1 (stereo not given)	-0.9	13.4	3.1	1.3	6.9	-13.1%	1.4	0.4%	11.4
Cc1cccc(-n2c(=O)c3c(c4cc(C)ccc4n3C)n(CC(=O)Nc3ccccc3Cl)c2=O)c1	0.5	-2.3	-0.5	1.4	nt	-2.1%	2.0	3.3%	-7.2
COc1ccc(-n2c(C)c(C(C)=O)c(C(C)=O)c2C)cc1OC	-0.6	-10.7	-3.2	1.3	-15.2	-11.2%	-18.0	0.3%	4.6
C#CC[N+](C)(C)C(C#Cc1ccccc1)CC=C (stereo not given)	0.2	9.6	-3.4	1.6	5.7	-1.8%	-6.3	-2.4%	nt
CCOc1ccc(-c2nc(CN(Cc3ccccc3)C[C@@H]3CCC(=O)N3)c(C)o2)cc1	0.0	4.4	1.3	0.0	-38.1	-15.9%	-1.7	2.8%	11.2
COc1ccc(C2c3c(oc4ccc(Cl)cc4c3=O)C(=O)N2CCCN(C)C)cc1OC (stereo not given)	0.8	-2.0	-2.2	3.3	-3.4	-0.3%	nt	1.7%	-16.1
Cc1cc(C)c2c(=O)c3c(oc2c1)C(=O)N(CCCOC(C)C)C3c1ccccc1F (stereo not given)	-1.0	6.2	-0.4	-0.4	6.9	-2.7%	-3.1	-1.1%	-1.3
CCOc1ccc(CCNC(=O)CCc2nc3ccccc3[nH]2)cc1OCC	-0.2	1.9	1.8	0.1	-17.4	-3.3%	6.7	-0.2%	nt
Cc1cc(F)ccc1S(=O)(=O)N1CCCOC1CNC(=O)C(=O)NCc1ccc2c(c1)OCO2 (stereo not given)	-0.2	-10.2	-4.5	-0.7	-4.9	?	-16.9	3.5%	-1.8
CCOc1cccc2sc(=NC(=O)CCS(=O)(=O)c3ccccc3)n(CC)c12	-0.1	-2.6	0.1	4.0	-2.3	-9.0%	-11.2	0.1%	-2.1
O=S1(=O)N=C2CCCN2C(c2ccc(F)cc2)N1 (stereo not given)	0.3	-3.9	-7.5	-0.1	2.0	-6.3%	-10.5	0.7%	16.2
Cc1c(NC(=O)c2ccc(-c3cccc([N+](=O)[O-])c3)o2)cccc1-c1nc2cc(Cl)ccc2o1	1.5	14.5	0.1	2.9	nt	-1.3%	-19.2	7.5%	4.8
CN(CC(=O)Nc1ccc(Cl)c(Cl)c1)C1CCCCC1	-0.3	4.7	-5.1	3.5	-11.4	?	15.0	0.4%	-11.6
CCCC(=O)Nc1cccc(NC(=O)c2ccc3c(c2)OCCO3)c1	0.1	-4.7	-3.2	0.6	6.5	-16.5%	12.7	-2.4%	0.3
CCN(C(=O)c1cc2c(=O)n3cccc(C)c3nc2s1)c1ccc(C)c(C)c1	-1.1	-10.0	0.7	-2.7	-8.3	?	-12.2	5.5%	26.4
N#C/C(=C\c1ccc(O)c(O)c1)S(=O)(=O)c1ccccc1	8.5	7.2	-1.7	10.4	6.9	-13.3%	-18.9	1.5%	14.0
Cc1cc(NS(=O)(=O)c2ccc(NC(=O)CSc3nc4sc(C(=O)O)c(C)c4c(=O)[nH]3)cc2)no1	0.3	1.0	0.5	0.7	1.2	-0.6%	1.5	5.2%	-11.2
O=C(CSc1nc2ccccc2nc1N1CCOCC1)N1CCN(c2ccccc2)CC1	-0.4	1.6	-3.8	4.8	4.5	77.2%[activator]	5.6	8.6%	2.1
CC(C)CCNC(=O)C1CCN(C(=O)N(C)C)CC1	0.3	3.4	-4.0	2.7	-14.7	-4.1%	8.0	0.4%	3.0
CCCCn1c(=O)nc2n(-c3ccccc3C)c3ccccc3cc-2c1=O	-0.2	5.1	7.3	0.6	nt	15.3%	-7.3	0.6%	1.1
CCOc1ccc(NC(=O)CN2C(=O)C3CCCN3C2=O)cc1 (stereo not given)	0.1	6.2	0.5	-0.3	10.9	15.2%	-17.1	-2.3%	10.0
CCC(CC)NC(=O)c1oc2ccccc2c1COc1ccccc1	2.2	-3.2	8.0	27.3	12.8	-3.6%	-5.3	-0.2%	0.2
CCOC(=O)c1c(N)sn(-c2ccccc2)c1=S	-0.1	0.4	6.5	1.0	-13.7	-2.1%	1.3	1.8%	3.2
COc1cccc2c1C(=O)c1c(O)c3c(c(O)c1C2=O)C[C@@](O)(C(C)=O)C[C@@H]3O[C@H]1C[C@H](N)[C@H](O)[C@H](C)O1	20.4	-2.3	-3.2	43.8*	-7.5	?	11.7	1.3%	2.2
O=C(O)C(Oc1ccc2c(c1)oc(=O)c1ccccc12)c1ccccc1 (stereo not given)	0.4	4.7	-8.8	0.8	0.5	24.2%	0.6	4.7%	3.6
COC(=O)Nc1c(C(=O)OC)cc(OC)c(OC)c1OC	0.1	2.7	-8.9	1.6	-7.8	-4.6%	-14.4	1.5%	9.4

# Next section, starting with the last two of the part before.
structure	TRHR ag	TRHR PAM	D1 potentiator	D1 agonist	RXFP1 antag	Anesthetic bind	D1 antag	RXFP1 ag	D2 PAM
O=C(O)C(Oc1ccc2c(c1)oc(=O)c1ccccc12)c1ccccc1 (stereo not given)	0.4	4.7	-8.8	0.8	0.5	24.2%	0.6	4.7%	3.6
COC(=O)Nc1c(C(=O)OC)cc(OC)c(OC)c1OC	0.1	2.7	-8.9	1.6	-7.8	-4.6%	-14.4	1.5%	9.4
Cc1cc(C)n2nc(SCc3cccc(F)c3)nc2n1	0.5	14.4	-5.5	0.2	-5.3	2.7%	2.9	5.4%	0.1
COc1ccccc1N1CCN(C(=S)Nc2ccc(F)cc2)CC1	1.0	-0.1	0.7	7.9	4.4	-4.6%	-27.7	0.5%	-3.3
Clc1ccc(-n2nnc(-c3cccnc3Cl)n2)cn1	-0.1	-5.5	-4.9	7.5	nt	-6.0%	14.7	2.1%	2.8
CCOC(=O)c1c(CSc2cccs2)n(C)c2cc(Br)c(O)c(CN(C)C)c12	-0.8	7.6	-1.6	-0.1	0.6	-10.8%	-10.3	-0.3%	-0.8
CCOc1ccc(C(=O)N2CCc3ccccc32)cc1	-0.7	11.0	-4.5	2.5	-6.4	-0.3%	-6.9	1.7%	5.8
CCOC(=O)c1c(N)sc(C(=O)Nc2ccccc2F)c1C	-0.3	-0.8	0.2	0.9	-3.5	-11.8%	-1.5	1.7%	-5.4
CC(=O)c1ccc(NC(=O)CSc2nnc(NC(=O)C3CC3)s2)cc1	-0.1	0.3	7.5	1.0	-13.5	1.0%	-15.2	2.0%	19.9
COc1cccc(C2/C(=C(/O)c3ccc(C)cc3)C(=O)C(=O)N2Cc2ccco2)c1 (stereo not given)	-0.6	2.4	-5.0	3.0	-18.4	-5.9%	17.9	3.4%	-1.2
COC(=O)COc1ccc(S(=O)(=O)NCC2CCCO2)cc1Cl (stereo not given)	0.0	7.1	-3.1	3.8	2.5	6.0%	-26.2	0.2%	1.9
Cc1ccc2[nH]c3c(NCc4ccco4)ncnc3c2c1	0.2	0.0	-8.1	12.4	-4.5	-7.5%	-15.2	0.5%	-7.3
CCOc1ccccc1CNC(=O)c1cc2c(=O)n(Cc3ccco3)ccc2nc1C	-0.3	-0.8	-4.7	0.8	-2.1	?	16.0	23.2%	2.6
Cc1cccc(-c2nnc(SCC(=O)N3c4ccccc4CCc4ccccc43)n2C)c1	-1.2	-0.5	-3.4	2.2	-9.6	-19.3%	3.7	4.4%	-10.4
COc1ccc(C2C=C(c3ccc(C)cc3)Nc3c(C(=O)Nc4ccccc4)cnn32)cc1 (stereo not given)	0.1	-6.7	-0.1	3.4	-3.2	42.0%[activator]	10.1	-1.0%	-9.0
COc1cccc(C2CC(c3ccccc3Cl)n3ncnc3N2)c1 (stereo not given)	-0.4	9.3	9.8	3.5	1.7	-6.7%	-20.2	-1.2%	-2.7
CC(=O)N(/N=C1\Sc2ccccc2C1=O)c1ccc(C)cc1C	2.2	-2.7	5.6	2.1	-2.5	-16.8%	8.7	3.4%	-0.7
CSCCC(NS(=O)(=O)c1ccc2c(c1)oc(=O)n2C)C(=O)NCCc1ccc(C)cc1 (stereo not given)	0.2	3.9	-3.2	-0.4	-0.3	-7.0%	15.2	10.9%	-4.1
Cc1ccccc1Cn1ccc(NC(=O)c2nc3ncccn3n2)n1	0.4	0.3	-4.2	4.2	-8.5	-7.1%	-11.9	1.2%	2.4
CN1CCN(c2ccc(-c3cc(O)c4ncccc4c3)cc2)CC1	0.5	-0.6	-2.4	6.0	nt	nt	0.6	-0.5%	nt
Cc1ccc(CNC(=O)Cn2cncn2)cc1	0.5	-3.8	1.1	1.3	2.5	-4.1%	-1.1	0.3%	25.1

# Taken from above:
# Result for COc1ccc(C2C=C(c3ccc(C)cc3)Nc3c(C(=O)Nc4ccccc4)cnn32)cc1 (stereo not given) under RXFP1 antag: -3.2
# Result for CCOC(=O)c1c(N)sc(C(=O)Nc2ccccc2F)c1C under D1 agonist: 0.9

# A portion of the library; the hit share may differ from the screen's.
